TcdB inh: TcdB glycohydrolase inhibitors, primary screen, biochemical, single point, plate reader; Toxin B (Clostridioides difficile), P18177; TcdB glycohydrolase enzymatic assay; inhibition, % at 9.99 µM; 350,000 compounds, 0.24% hits; AID 652162, 2013; in the data active means inhibition above about 10%
BoNT A protease: BoNT/A light chain protease inhibitors, primary screen, biochemical, flow cytometry, MLPCN library | Botulinum neurotoxin type A light chain protease (Clostridium botulinum A str. ATCC 3502) | 360,000 compounds, 0.17% hits | AID 588499, 2011 | multiplex microsphere protease substrate cleavage | inhibition, % at 10 µM; further: plate controls were buffer without enzyme for full effect and enzyme alone for no effect
BH1578 lux ind: inducers of Vibrio cholerae quorum light production without autoinducers, primary screen, BH1578 luxS cqsA deficient, single point | 350,000 compounds, 0.16% hits | V. cholerae BH1578 lux reporter, luminescence, 6 h | activation, % at 18.7 µM | AID 588436, 2011; in the data active means activation mostly above about 9.7%, no sharp cut-off; inconclusive means no clear call, values can overlap the other calls; inactive means mostly below about 3.7%; further: not every result past the cut was called active; inactives centre near 0; reference of the scale not given here
Anthrax LF inh2: Bacillus anthracis LF protease inhibitors, primary screen, biochemical, multiplex microsphere, MLPCN library; 360,000 compounds, 0.12% hits; AID 588501, 2011; multiplex microsphere protease cleavage assay; inhibition, % at 10 µM; Lethal factor (Bacillus anthracis), P15917; further: plate controls were buffer without enzyme for full effect and enzyme alone for no effect
Target sequence (P15917 whole entry, looked up): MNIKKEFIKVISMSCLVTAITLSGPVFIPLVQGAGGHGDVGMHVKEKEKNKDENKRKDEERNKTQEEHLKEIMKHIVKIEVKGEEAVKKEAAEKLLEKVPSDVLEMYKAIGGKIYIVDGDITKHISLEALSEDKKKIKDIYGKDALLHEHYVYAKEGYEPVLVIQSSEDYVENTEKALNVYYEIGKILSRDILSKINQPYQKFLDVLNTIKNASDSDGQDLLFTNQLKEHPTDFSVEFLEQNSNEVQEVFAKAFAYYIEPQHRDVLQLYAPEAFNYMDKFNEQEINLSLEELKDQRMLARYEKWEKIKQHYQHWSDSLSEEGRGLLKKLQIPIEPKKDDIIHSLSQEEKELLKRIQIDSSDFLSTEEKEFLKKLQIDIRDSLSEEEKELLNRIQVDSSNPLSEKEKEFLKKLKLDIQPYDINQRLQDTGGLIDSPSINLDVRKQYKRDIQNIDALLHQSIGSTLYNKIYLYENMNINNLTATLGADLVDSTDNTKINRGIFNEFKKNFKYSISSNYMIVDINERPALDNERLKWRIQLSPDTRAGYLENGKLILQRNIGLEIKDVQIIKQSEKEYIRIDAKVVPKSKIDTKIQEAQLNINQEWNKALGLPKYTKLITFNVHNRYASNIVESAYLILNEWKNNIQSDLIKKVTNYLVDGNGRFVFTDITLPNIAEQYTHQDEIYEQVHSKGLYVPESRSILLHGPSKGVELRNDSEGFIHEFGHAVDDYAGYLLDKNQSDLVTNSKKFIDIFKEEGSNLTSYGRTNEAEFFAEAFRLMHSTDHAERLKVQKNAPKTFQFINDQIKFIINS
PriA SSB inh: inhibitors of Klebsiella pneumoniae PriA binding to SSB C-terminal tail, primary screen, biochemical, AlphaScreen; PriA–SSB C-terminal tail interaction (Klebsiella pneumoniae); inhibition, % at 33 µM; AlphaScreen SSBct-PriA binding, biotinylated peptide; 430,000 compounds, 0.6% hits; AID 1272365, 2023; in the data active means inhibition mostly above about 37%, no sharp cut-off; inactive means mostly below about 20%;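 further: plate controls were negative control peptide for no effect and reference peptide for full effect; strong numbers were not always called active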
Yp Topo-I inh: Yersinia pestis topoisomerase I inhibitors, primary screen, biochemical, cleavage product accumulation, plate reader, single point | DNA topoisomerase I (Yersinia pestis CO92) | Y. pestis Topo-I cleavage product accumulation | activity, % at 10 µM | 360,000 compounds, 0.064% hits | AID 504884, 2011; in the data active means activity above about 50%, passing the limit was not always enough; inconclusive means no clear call, values can overlap the other calls; further: inactives centre near 2
SARS 3CLpro inh: SARS-CoV 3CLpro protease inhibitors, primary screen, biochemical, quenched FRET | recombinant SARS-CoV 3CLpro, quenched FRET peptide cleavage | inhibition, % at 6 µM | 290,000 compounds, 0.14% hits; in the data active means inhibition above about 12%
PfHsp40 rescue: rescue of yeast from PfHsp40 toxicity, primary screen, S. cerevisiae, ATP luminescence | S. cerevisiae expressing PfHsp40, growth rescue | growth rescue, % at 12.5 µM | 340,000 compounds, 0.68% hits | AID 504582, 2011; in the data active means growth rescue above about 28%, passing the limit was not always enough; inconclusive means no clear call, values can overlap the other calls;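 further: yeast W303a lacking pdr1 and pdr3 grown in galactose medium; growth measured after three days at 30 °C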
PrPC surface inh: inhibitors of human cell surface prion protein PrPC, primary screen, cell-based, TR-FRET; AID 720596, 2013; inhibition, % at 13.8 µM; Major prion protein (Homo sapiens), P04156; 370,000 compounds, 0.43% hits; TR-FRET read-out; in the data active means inhibition above about 24%; further: 0% = median of the test wells and 100% = reference compound wells
Starred values were filed as active, the others as inactive; i = inactive; u = inconclusive; x = no result given; & = joins results of further samples. Unless noted, no stated cut-off is given here; in the data, active means inhibition above about 30%; inconclusive means no clear call, values can overlap the other calls; inactive means below that. An excerpt. The share of hits here may be higher or lower than overall.

SMILES	TcdB inh	BoNT A protease	BH1578 lux ind	Anthrax LF inh2	PriA SSB inh	Yp Topo-I inh	SARS 3CLpro inh	PfHsp40 rescue	PrPC surface inh
Cc1cc(C(=O)Cn2cnc3ccc(Cl)cc3c2=O)c(C)n1C1CC1	0.1	-0.7	-1.3	-1	-3	7	x	8.8	-1
COc1ccc(N2CCN(S(=O)(=O)c3cccc(C(F)(F)F)c3)CC2)cc1	x	0.8	i	-11	-5&-6	5	-5	0.8	-7
COc1ccc2oc(C(=O)OCC(=O)NC3(C#N)CCCC3)c(C)c2c1	0.2	3.7	0.7	-4	-4	-4	x	x	0
COc1ccc(NC(=O)NCCCCc2ccccc2)c(OC)c1	0.4	3.2	i	-1	5	29	2	-2.1	-2
Cc1c(NS(=O)(=O)c2cccc([N+](=O)[O-])c2)c(=O)n(-c2ccccc2)n1C	0.7	3.1	i	4	0&-6	6	-8	-0.2	-7
CC(NC(=O)c1ccccc1Br)c1nnc(SCC(=O)NC2CCCCC2)n1C (stereo not drawn)	0.8	-2.6	-0.3	8	-14	8	-3	-0.1	1
Cc1ccc(NCc2ccccc2O)cc1	x	-0.4	0.9	-1	9	9	-1	-0.6	1
Cc1nn(-c2ccccc2)c(C)c1/C=N/NC(=O)CSc1nnc(SCc2ccccc2Cl)s1	x	-0.6	-0.2	1	x	47	2	0.4	2
CCOC(=O)N1CCN(C(=O)c2ccc(S(=O)(=O)c3ccc(C)cc3)c(NC(C)=O)c2)CC1	x	-0.2	0.8	-4	0	3	-4	0.2	2
COc1ccccc1NC(=S)NC(=O)C1CC1	-0.6	-1.0	-0.3	-1	-1	-3	0	0.7	4
O=C(c1c(F)cccc1F)N(Cc1cccs1)C1CCCC1	1.0	-1.3	-0.9	0	-14	11	-2	-0.2	-6
O=C(Cn1c(NCCCCl)nc2ccccc21)c1ccccc1	0.4	-0.2	i	3	-7	-16	x	0.1	-5
CCOC(=O)N1CCN(c2c(N3CCc4ccccc4C3)c(=O)c2=O)CC1	0.6	-0.4	-0.3	-2	3	4	0	-0.2	-6
O=C(O)c1ccc(/C=N/NC(=S)NC2CCCCC2)cc1	0.4	-1.0	0.2	-4	x	-10	0	0.3	1
Cc1c(C(=O)NC2CCCCC2C)oc2ccccc12 (stereo not drawn)	0.5	-1.9	-3.6	0	-9	33	3	-0.2	5
Cc1ccc(OC(=O)c2ccccc2P(=O)(O)O)cc1	1.1	2.2	-2.2	-3	-15	0	-1	0.6	5
O=c1ccc(-c2ccccc2)nn1Cc1ccc(F)cc1Cl	3.1	0.3	i	-6	-10	-13	-1	1.7	-3
COc1ccc(CN2CCN(Cc3ccccc3F)CC2)c(OC)c1	0.1	1.2	i	-2	4	-2	-2	-0.9	-12
CCOc1ccc(C(=O)COC(=O)CN2C(=O)NC3(CCCCC3C)C2=O)cc1 (stereo not drawn)	0.9	-0.5	-0.6	4	-6	4	x	-0.8	-2
O=C(CCC(=O)Nc1ccc(Br)cc1)N/N=C/c1ccc(F)cc1	1.4	-3.5	-1.4	12	x	8	-4	-2.6	2
OC(c1ccccc1)c1nc(-c2cccc(C(F)(F)F)c2)cs1 (stereo not drawn)	0.2	-0.1	-0.6	-2	x	2	x	x	2
COc1ccc(Cl)cc1NC(=O)CSc1nc2ccsc2c(=O)n1CC1CCC(C(=O)O)CC1 (stereo not drawn)	0.7	-0.6	-5.3	-3	-10	5	11	-1.5	8
O=C1OCc2cc(NC(=O)C34CC5CC(CC(C5)C3)C4)ccc21	x	0.1	-0.6	-3	-7	11	6	1.9	-1
Cn1c(=O)n(C)c2cc(NC(=O)CCc3ccccc3)c(Br)cc21	-0.4	u	-2.0	-9	-4	3	-1	-0.4	-3
O=C1CC(c2ccccc2)Cc2nc3nc(C(F)(F)F)nn3cc21 (stereo not drawn)	0.3	-0.5	-0.5	1	-7	3	0	-1.0	6
O=C(COC(=O)c1cccnc1Cl)Nc1ccc2c(c1)OCCO2	2.8	-0.2	i	-2	-1	-4	4	-0.6	6
CCOC(=O)C1(C)C=C(Nc2cccc(OC)c2)C(=O)N1c1ccccc1 (stereo not drawn)	0.0	-7.0	i	25	-5	16	-3	0.6	11
CC(C)(C)c1cc(OS(C)(=O)=O)ccc1O	1.0	-1.1	-0.2	-2	-22	2	3	-0.7	9
O=C(CC(C(=O)O)C1CCCO1)NCc1ccccc1 (stereo not drawn)	x	1.2	i	-9	-6	4	2	-1.7	2
Cc1cc(Cl)ccc1OCC(=O)OCC(=O)N1CCC(C(N)=O)CC1	1.5	0.7	-0.3	0	-2	0	x	0.2	-2
O=C(NCc1ccccc1C(F)(F)F)C1CCC(=O)N(C2CC2)C1 (stereo not drawn)	1.4	-1.4	-0.2	1	-11	5	1	0.0	-1
Cc1cc(-c2nnc3n2N=C(c2ccc(F)cc2)CS3)n[nH]1	1.8	-0.4	-0.4	-20	-2	-8	-3	0.6	7
CCN1CCN(CCC(=O)Nc2cc(OC)cc(OC)c2)CC1	-3.8	2.7	-0.7	0	-3	2	-4	0.6	8
Cc1ccc(C(=O)Nc2ccccc2-c2ccccc2)cc1[N+](=O)[O-]	0.3	-1.1	i	-1	2	0	7	2.8	-10
COc1cccc(NC(=S)N2CCN(S(C)(=O)=O)CC2)c1	-0.8	1.2	-0.3	2	0	2	-4	0.0	11
COCCNC(=O)C12CC3CC(CC(Cl)(C3)C1)C2	1.6	0.1	-0.7	-4	1	-1	-3	x	-4
C[n+]1cccc(NC(=O)c2ccccc2)c1	2.3	0.4	x	5	x	x	x	x	0
CC(=O)NS(=O)(=O)c1ccc(NS(=O)(=O)c2ccc3ccccc3c2)cc1	1.1	1.9	i	-8	-3	-2	-2	-1.4	0
CCCc1nc2ccccc2c(C(=O)OCC(=O)NCc2ccc3c(c2)OCO3)c1CC	1.0	-0.2	-0.3	-2	-11	35	-1	6.8	-3
CCOC(=O)COc1c(OC)cc(Cl)cc1C1Nc2ccccc2C(=O)N1c1ccccc1 (stereo not drawn)	0.9	-0.8	i	-2	-29	31	3	1.3	2
COc1ccc(Cl)cc1-n1c(=S)sc2c(=O)[nH]c(SCC(=O)NCC3CCCO3)nc21 (stereo not drawn)	x	-0.6	-0.5	0	-16	8	9	-0.3	-3
O=C(CSc1ncccn1)N1CCN(S(=O)(=O)c2ccccc2)CC1	1.2	-0.9	-0.2	-2	-7	-11	1	-0.1	2
Cc1ccc(CCNc2ccccc2C)cn1	x	-0.6	1.5	-4	-6	-1	-1	0.9	3
COc1ccc(NC(=O)COC(=O)CCc2cc(OC)c(OC)c(OC)c2)c([N+](=O)[O-])c1	2.0	-2.1	-3.6	-5	8	22	-3	-0.8	-6
Cc1[nH]c2ccccc2c1C(=O)CN1C(=O)C(=O)N(Cc2ccco2)C1=O	-1.0	0.0	1.6	-1	3	0	0	2.8	-7
Cc1ccc(NC(=O)c2ccc3c(c2)OCCO3)nc1	0.7	-0.3	i	1	-3	1	x	0.5	-1
O=S(=O)(c1ccc2nc(SCc3ccc(Cl)cc3)[nH]c2c1)N1CCOCC1	-0.1	-0.2	i	0	-1	6	5	0.8	1
O=C(COC(=O)c1ccco1)Nc1ccc([N+](=O)[O-])cc1Cl	0.3	0.9	i	9	4	-3	x	0.1	-23
CC(C)NC(=O)Nc1ccc2c(c1)C(=O)N([C@H](C)CO)C[C@H](C)[C@@H](CN(C)C(=O)Nc1ccc3c(c1)OCO3)O2	-0.3&0.4	0.1	-6.7	-6	-7	0	x	0.9	5
NC(=O)COC(=O)CC(c1ccccc1)c1ccccc1	-0.8	-0.3	-0.9	-4	-3	-4	-1	0.7	1
Continuation.
SMILES	TcdB inh	BoNT A protease	BH1578 lux ind	Anthrax LF inh2	PriA SSB inh	Yp Topo-I inh	SARS 3CLpro inh	PfHsp40 rescue	PrPC surface inh
Cc1ccc(C(=O)NCCCN2CCOCC2)c(C)c1	0.0	-4.4	i	2	-12	3	-1	-0.8	6
CC(C)Cn1c(-c2ccco2)nc2c(c(=O)c3ccccc3n2C)c1=O	0.8	x	x	x	-32	x	-3	x	-6
CSc1nccn1CC(=O)Nc1ccc(F)cc1	x	-0.4	x	2	-17	3	0	0.6	-1
Cc1ccc(S(=O)(=O)N2CCCC2CNC(=O)c2ccc(F)c(F)c2)cc1 (stereo not drawn)	-0.5	5.1	i	u	-13	8	x	-0.5	2
O=c1c2ccccc2nc(-c2ccccc2Cl)n1-c1cccc(O)c1	1.2	-0.6	1.4	-2	-20	-5	5	0.1	-3
COc1ccc(C(=O)NC2CC2)cc1OC1CCN(Cc2ccc(NC(C)=O)cc2)CC1	2.1	0.7	-0.1	-2	-1	-2	-3	1.0	-3
c1ccc(CNC2=NCCCC2)cc1	x	-0.5	0.5	-2	-8	-2	1	-1.7	-1
COc1ccc(CN2C(=O)c3ccccc3C2C(=O)NCc2cccnc2)c(OC)c1 (stereo not drawn)	0.7	0.5	-0.3	-3	0	3	-3	0.0	x
COc1ccc(CCNC(=O)COc2ccc(S(=O)(=O)NC(C)C)cc2)cc1OC	1.1	0.0	-0.4	-2	4	9	0	0.2	7
Cn1c(=S)[nH]c2cccnc21	x	-0.4	i	2	-6	4	-3	-0.7	-5

Quoted at random: 5 compounds from above
SMILES	TcdB inh	BoNT A protease	BH1578 lux ind	Anthrax LF inh2	PriA SSB inh	Yp Topo-I inh	SARS 3CLpro inh	PfHsp40 rescue	PrPC surface inh
Cc1cc(-c2nnc3n2N=C(c2ccc(F)cc2)CS3)n[nH]1	1.8	-0.4	-0.4	-20	-2	-8	-3	0.6	7
C[n+]1cccc(NC(=O)c2ccccc2)c1	2.3	0.4	x	5	x	x	x	x	0
O=C(CCC(=O)Nc1ccc(Br)cc1)N/N=C/c1ccc(F)cc1	1.4	-3.5	-1.4	12	x	8	-4	-2.6	2
O=C(CC(C(=O)O)C1CCCO1)NCc1ccccc1 (stereo not drawn)	x	1.2	i	-9	-6	4	2	-1.7	2
O=C(COC(=O)c1ccco1)Nc1ccc([N+](=O)[O-])cc1Cl	0.3	0.9	i	9	4	-3	x	0.1	-23

Following part:
SMILES	TcdB inh	BoNT A protease	BH1578 lux ind	Anthrax LF inh2	PriA SSB inh	Yp Topo-I inh	SARS 3CLpro inh	PfHsp40 rescue	PrPC surface inh
CCOC(=O)c1sc(NC(=O)CC)c(C#N)c1C	0.0	-0.6	-0.4	-8	-16	3	3	0.6	-4
Cc1ccc(C)c(OCCNc2ncccc2[N+](=O)[O-])c1	0.5	x	-0.4	x	17	2	-1	5.8	3
COc1cc(NS(=O)(=O)c2ccc3[nH]c(=O)[nH]c3c2)cc(OC)c1	1.6	-1.3	i	8	-9	8	3	-0.3	4
CCCc1cc2c(cc1NS(=O)(=O)c1ccc(CCNC(C)=O)cc1)OCO2	x	0.5	-0.7	-4	-4	5	2	0.9	-3
CC(C)n1cc2c(N)ncnc2n1	0.5	-0.3	i	6	-3	1	x	-1.0	4
NC(=O)C1CCN(Cc2nc3c(Br)cc(Br)cc3c(=O)[nH]2)CC1	1.0	1.2	i	0	-7	-5	0	0.3	28*
C=CCn1c(SCCN2CCOCC2)nc2c1c(=O)[nH]c(=O)n2C	x	-0.8	-3.7	-5	-3	11	0	0.6	14
CSc1nc2ccc(NS(=O)(=O)c3ccc([N+](=O)[O-])cc3)cc2s1	1.3	-0.5	i	2	2	2	5	-0.4	-6
Cc1ccc(NC(=O)COC(=O)Cn2cnc3ccccc32)cc1S(=O)(=O)N(C)C	x	-0.4	-0.1	0	6	0	0	-0.7	-4
Cn1c(Sc2ccc([N+](=O)[O-])cc2C(F)(F)F)nnc1-c1ccccc1	x	0.0	-2.9	0	0	1	-3	-0.4	-4

Compound activity deposited in PubChem BioAssay by several laboratories.
